Source: PubChem BioAssay (National Center for Advancing Translational Sciences (NCATS))
Nrf2 block – Nrf2 qHTS screen for inhibitors; A549 ARE-Fluc reporter, luciferase luminescence, 18-24 h; Potency, µM (series often up to 46 µM), without a hit: at the highest dose activity change, negative = inhibition, usual class: inhibitors; 360,000 tested, 2.1% active; AID 504444, 2011; also: potency is read from the fitted curve at half-maximal effect; % is scaled to controls: 0 for no effect and ±100 for the full control effect; nearly all actives have a fitted effect of over 60% in size
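Quantitative HTS in A549 cells stably bearing an antioxidant response element-firefly luciferase construct. Inhibition of Nrf2-driven transcription was scored by luminescence after 18-24 h of compound exposure at 37 °C.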
EPAC2 agonist – qHTS for Agonist of cAMP-regulated guanine nucleotide exchange factor 4 (EPAC2): primary screen. Rap guanine nucleotide exchange factor 4 (Homo sapiens), Q8WZA2. EPAC2 activation, biochemical qHTS; response scale: 100% = 6.5 mM cAMP response. Potency, µM (titrated, usually from 154 µM), for the others: at the highest dose activation, actives largely listed as activators. 360,000 tested, 0.079% active. AID 720711, 2013; also: potency is read from the fitted curve at half-maximal effect; nearly all actives have a fitted effect of over 50% in size
Target sequence (Q8WZA2 whole entry, looked up): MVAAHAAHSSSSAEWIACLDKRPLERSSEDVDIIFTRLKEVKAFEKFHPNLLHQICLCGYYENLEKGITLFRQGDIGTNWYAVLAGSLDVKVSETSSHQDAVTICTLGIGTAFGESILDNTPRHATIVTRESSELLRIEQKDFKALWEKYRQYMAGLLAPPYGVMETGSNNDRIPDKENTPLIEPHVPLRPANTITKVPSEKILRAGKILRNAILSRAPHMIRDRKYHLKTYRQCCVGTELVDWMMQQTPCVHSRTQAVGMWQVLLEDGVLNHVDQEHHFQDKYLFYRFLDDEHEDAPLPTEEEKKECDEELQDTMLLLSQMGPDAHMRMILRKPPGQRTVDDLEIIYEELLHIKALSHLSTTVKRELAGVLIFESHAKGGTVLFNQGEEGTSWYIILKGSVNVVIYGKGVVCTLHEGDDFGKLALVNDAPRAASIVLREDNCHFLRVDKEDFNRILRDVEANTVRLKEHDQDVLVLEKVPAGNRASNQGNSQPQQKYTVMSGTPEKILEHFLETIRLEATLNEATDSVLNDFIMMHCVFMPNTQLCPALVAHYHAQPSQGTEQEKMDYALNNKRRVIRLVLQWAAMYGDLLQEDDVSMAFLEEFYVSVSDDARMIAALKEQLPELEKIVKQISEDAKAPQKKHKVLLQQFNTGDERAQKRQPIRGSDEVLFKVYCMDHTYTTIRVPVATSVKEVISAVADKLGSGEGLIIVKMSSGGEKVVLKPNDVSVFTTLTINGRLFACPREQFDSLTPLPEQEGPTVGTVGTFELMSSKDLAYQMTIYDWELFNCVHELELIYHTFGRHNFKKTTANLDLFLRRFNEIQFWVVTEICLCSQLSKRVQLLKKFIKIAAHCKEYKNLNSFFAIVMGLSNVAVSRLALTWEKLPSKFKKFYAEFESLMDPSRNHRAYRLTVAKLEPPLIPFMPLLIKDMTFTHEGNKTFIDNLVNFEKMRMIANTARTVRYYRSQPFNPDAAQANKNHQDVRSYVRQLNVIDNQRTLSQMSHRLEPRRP
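Compounds were added across a concentration range to EPAC2 (100 nM), RAP1B-BODIPY-GDP (250 nM) and GDP (50 uM). After 5 min at room temperature, fluorescence was recorded at 5-min intervals for 30 min.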
Nrf2 activator – qHTS of Nrf2 Activators | AREc32 ARE-luciferase reporter (MCF7-derived line), luminescence, 24 h | Potency, µM (titrated, usually from 46.1 µM), for inactives: top-dose activation, usual class: activators | 410,000 tested, 0.31% active; also: potency is read from the fitted curve at half-maximal effect; % of control where 0% means no effect; nearly all actives have a fitted effect of over 65% in size
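Nrf2 activation is followed as ARE-luciferase induction in the AREc32 line after one day of compound treatment; luminescence is read with Steady-Glo.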
A549 tox – Nrf2 qHTS screen for inhibitors: counterscreen for cytotoxicity; A549 ARE-Fluc cells, CellTiter-Fluor viability, 18-24 h; 390,000 tested, 0.16% active; AID 504648, 2011; Potency, µM (top dose mostly 46 µM), for the others: at the highest dose activity change, negative = cytotoxicity, most hits filed as inhibitors; also: potency is read from the fitted curve at half-maximal effect; % is scaled to controls: 0 for no effect and ±100 for the full control effect
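A549 ARE-Fluc cells in 5% FBS OPTI-MEM, 5000 cells/well, rested 2 h then exposed to compounds in concentration-response for 18-24 h at 37 °C. Viability by CellTiter-Fluor fluorescence (Ex 405/Em 525) after 30 min; luciferase luminescence (BugLite, 15 min, RT) read afterwards.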
CCT modulator – High-Throughput Screening for Modulators of Cytosolic Chaperonin Activity. purified chaperonin ATPase assay, HTRF ADP detection, 30 min. activity change, % (no concentration beside the values), hits read low. 360,000 tested, 0.3% active. AID 651819, 2012; in the data active = activity change below about -30%; also: % is scaled to controls: 0 for no effect and ±100 for the full control effect
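TRiC (40 or 20 nM final, by batch activity) in 30 mM Tris pH 7.4, 100 mM KCl, 5 mM MgCl2, 1 mM DTT was treated with compound at 76 uM single dose, then 10 uM ATP, 30 min at 37 °C. ADP was read by HTRF Transcreener.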
EPAC2 antag – qHTS for Antagonist of cAMP-regulated guanine nucleotide exchange factor 2 (EPAC2): primary screen. Rap guanine nucleotide exchange factor 4 (Homo sapiens), Q8WZA2. EPAC2 GEF exchange of Rap1B-BODIPY-GDP, fluorescence. Potency, µM (titrated, usually from 114 µM), for inactives: at the highest dose activity, negative = inhibition, most hits filed as inhibitors. 360,000 tested, 0.18% active. AID 720708, 2013; also: potency is read from the fitted curve at half-maximal effect; % is scaled to controls: 0 for no effect and ±100 for the full control effect; nearly all actives have a fitted effect of over 45% in size; many of its hits are not listed in these tables
Mm-Cpn inhibitor – Inhibitors of TCP-1 ring complex (TRiC) of Methanococcus maripaludis (MmCpn): qHTS; Chaperonin Mm-Cpn (Methanococcus maripaludis); purified Mm-Cpn ATPase, ADP Transcreener TR-FRET; Potency, µM (titrated, usually from 76.9 µM), for the others: at the highest dose activity, negative = inhibition, hits mostly inhibitors; 330,000 tested, 0.031% active; AID 504842, 2011; also: potency is read from the fitted curve at half-maximal effect; % is scaled to controls: 0 for no effect and ±100 for the full control effect; nearly all actives have a fitted effect of over 80% in size
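ATP (10 uM final) was added to archaeal chaperonin (25 nM final) after 10 min exposure to test compound at 37°C; after 30 min further incubation, ADP was detected by competitive TR-FRET.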
TGFb inhibitor – qHTS for Inhibitors of TGF-b; HepG2 CAGA-GFP TGF-b/SMAD3 reporter, GFP fluorescence, 18 h; TGF-beta stimulated, 500 pg/mL final; Potency, µM (doses to about 46.1 µM), for inactives: at the top dose activity, negative = inhibition, usual class: inhibitors; 410,000 tested, 1.2% active; AID 588855, 2011; also: potency is read from the fitted curve at half-maximal effect; % is scaled to controls: 0 for no effect and ±100 for the full control effect; nearly all actives have a fitted effect of over 65% in size
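Inhibition of TGF-beta-driven CAGA-GFP reporter expression in HEPG2 cells is measured by cellular GFP fluorescence after 18 h stimulation with 500 pg/mL recombinant TGF-beta in 1% FBS medium at 37 degrees C.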
Akt phos inh – HTS Assay for Inhibitors of Akt Phophorylation: Primary Screen; Neuro2A IGF-stimulated pAkt S473 HTRF, 20 min; stronger effect = lower value; activity change, % for hits at 50 µM; 360,000 tested, 0.32% active; AID 651550, 2012; in the data active = activity change below about -80%; inconclusive = mostly about -51% to -80%; also: % is scaled to controls: 0 for no effect and ±100 for the full control effect
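Single-point screen (50 µM final compound) in Neuro2A cells stimulated 20 min with 6 nM IGF at 37 deg C. After lysis, Ser473-phosphorylated Akt read by HTRF (ex 330 nm, em 615/665 nm) as the 665/615 ratio.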
* = called active by the depositor; i = inactive; ? = inconclusive; nt = not tested or not shown; & = joins results of further samples; [ ] = dose if it differs, or a comment. Unless noted, calls follow the shape of the dose curve; as a rule, active = well fitted curve in the direction sought with a large enough effect; inconclusive = small, poorly fitted or top-dose-only effect, or another doubt; inactive = no such curve, though single readings can be large; an effect the other way counts as inactive or inconclusive.

SMILES	Nrf2 block	EPAC2 agonist	Nrf2 activator	A549 tox	CCT modulator	EPAC2 antag	Mm-Cpn inhibitor	TGFb inhibitor	Akt phos inh
CCCNC(=O)c1ccc2c(=O)c(O)c(-c3ccc(OC)cc3)[nH]c2c1	-15%	-1%	0.9%	1%	-0.8	7%	-4%	?	i
N=c1n(N)c2ccccc2n1CC(=O)c1ccc(Br)cc1	?	27%	5.2%	0%	-1.3	-9%	2%	-9%	i
O=C(Cn1nnc(-c2ccccc2F)n1)OCC(=O)c1ccccc1	16%	-6%	2.1%	-2%	1.5	-3%	-4%	12%	i
N=c1n(CCN2CCOCC2)c2ccccc2n1CC(O)COc1ccccc1 (configuration not stated)	0%	4%	-1.0%	0%	-1.1	7%	0%	1%	i
COc1ccc(C2CC(c3c(O)n(C4CCCCC4)c(=O)[nH]c3=O)=Nc3ccccc3S2)cc1 (configuration not stated)	?	nt	-0.9%	0%	nt	nt	nt	16%	nt
COc1ccc(S(=O)(=O)N2C(=O)/C(=C3\SC(N)=NC3=O)c3ccccc32)cc1	?	1%	0.2%	-12%	-0.4	-3%	2%	-7%	i
NC(=O)CSc1nc2ccccc2n1Cc1ccccc1F	8%	-4%	-0.3%	10%	0.1	0%	-1%	11%	i
CSc1cccc(NC(=O)CNS(=O)(=O)c2ccccc2)c1	12%	4%	0.0%	9%	-0.8	11%	1%	4%	i
CC(=O)c1cccc(-c2cnc3c(NC=O)cc(-c4ccccc4F)cn23)c1	nt	12%	9.9%	nt	0.0	1%	nt	6.3µM*	i
COc1ccc(CNC(=O)COc2ccc(C(=O)c3ccc(F)cc3)cc2)cc1	?	26%	-2.4%	-13%	-4.1	-13%	-3%	?	i
Cc1cccc(C)c1OC(=O)CN1C(=O)c2ccccc2C1=O	-4%	-4%	-0.7%	-2%	-1.4	8%	2%	12%	i
CC1CCCN(CC(O)COc2ccc(S(=O)(=O)N3CCCC3)cc2[N+](=O)[O-])C1 (configuration not stated)	-3%	8%	1.5%	6%	-1.0	11%	-3%	-8%	i
CS(=O)(=O)Nc1ccccc1C(=O)OCC(=O)NC1CC1	8%	9%	-1.0%	3%	-2.7	0%	3%	2%	i
CCN1/C(=C\c2ccc3cc(C)ccc3[n+]2CC)Sc2cc(C)c(C)cc21	8.2µM*	8%	-0.9%	?	-3.1	-4%	?	155%[activator]	i
COc1cc(OC)c(CN2CCN(c3ccc(F)cc3)CC2)cc1Br	14%	11%	0.5%	1%	1.3	-5%	1%	-11%	i
O=C(NCc1ccco1)c1cc2c(s1)CCCCC2	?	9%	8.9%	-3%	1.4	8%	-21%	-4%	i
CCOc1ccc(S(=O)(=O)Nc2cccc(C)c2)c2cccnc12	-8%&-16%	0%	4.3%&1.3%	0%&-9%	0.5	1%	0%	-11%&2%	i
Cn1nc(NC(=O)C(F)(F)F)c2nccnc21	nt	2%	-0.2%	nt	-2.6	9%	nt	-11%	i
O=C(CSc1nnc(-c2ccco2)n1Cc1ccco1)Nc1ccccc1	-19%	2%	-0.7%	-7%	0.1	15%	-1%	-16%	i
COc1cc(C2NC(=O)NC(C)=C2C(=O)OCC2CCCCC2)ccc1O (configuration not stated)	-8%	3%	0.6%	1%	0.6	-8%	0%	-2%	i
O=C(CSc1nncs1)Nc1ccc(S(=O)(=O)N2CCCC2)cc1	-1%	0%	-0.6%	-9%	0.8	3%	1%	2%	i
CCOC(=O)Cc1nnc(NC(=O)COc2ccc(OC)cc2)s1	7%	8%	0.2%	-3%	-1.1	1%	-7%	0%	i
Cc1nc2ccccc2n1CCC(=O)Nc1cccc(F)c1	nt	-9%	-0.3%	3%	-1.6	7%	1%	2%	i
O=C(NC(NCc1cccnc1)C(Cl)(Cl)Cl)c1cccc2ccccc12 (configuration not stated)	-11%	-14%	0.9%	11%	1.6	1%	1%	?	i
C#CCOCCOCCOCCNc1nc(N2CCN(C(=O)CCCCCCCCCCNC(=O)Cn3cc(CCCCCN)nn3)CC2)nc(N2CCN(C(=O)CCCCCCCCCCNC(=O)[C@H](CO)n3cc(CCCSC)nn3)CC2)n1	?	?	-1.5%	-22%	0.1	-29%	0%	?	i
Cc1cccc(C(=O)Nc2ccc3c(c2)C(=O)N(CC(C)C)C3=O)c1	7%	-3%	-0.4%	-2%	-0.2	0%	0%	-10%	i
Cc1occc1-c1nnc(SCC(=O)NC2CC2)n1C(C)C	-10%	5%	-1.1%	9%	0.4	3%	0%	2%	i
Cc1c2c(nc3nnnn13)CCCC2	7%	2%	0.3%	5%	-0.1	0%	-4%	-1%	i
Cc1ccccc1C(c1c(C)n(C)n(-c2ccccc2)c1=O)c1c(C)n(C)n(-c2ccccc2)c1=O	2%	nt	-0.7%	-8%	nt	nt	nt	0%	nt
Cc1cc(C(=O)NNC(=O)c2cccc(C(F)(F)F)c2)no1	?	10%	?	9%	-2.6	-1%	1%	-16%	i
O=C1Nc2ccc(S(=O)(=O)N3CCCC3)c3cccc1c23	5%	6%	5.5%	-1%	1.4	2%	-4%	53%	i
CC1(c2nnnn2Cc2ccccc2)CCC(=O)N1c1ccc(N2CCOCC2)cc1 (configuration not stated)	nt	4%	1.1%	nt	-0.1	-1%	nt	nt	i
O=C(CN1C(=O)NC2(CCCCC2)C1=O)Nc1ccc(Cl)c(S(=O)(=O)N2CCOCC2)c1	23µM*	5%	1.5%	-8%	1.3	3%	-1%	-17%	i
CCSc1nnc(NC(=O)CSc2nnc(-c3c[nH]c4ccccc34)n2C)s1	-1%	7%	2.2%	-2%	0.6	-7%	0%	3%	i
COCCNC(=S)NN=C1CCCCC1	0%	-1%	3.9%	1%	-0.7	14%	-3%	-35%	i
C/C(=N\OCc1ccccc1)c1c(O)cc(C(C)C)n(-c2ccccc2)c1=O	13%	-2%	-0.9%	-8%	-2.8	-1%	1%	0%	i
O=C(Nc1nccs1)c1cccc(NC(=O)c2ccco2)c1	-11%	9%	3.9%	2%	-1.3	2%	2%	10%	i
CSCCC(NC(=O)c1cc(S(=O)(=O)N2CCOCC2)ccc1F)c1nc2ccccc2[nH]1 (configuration not stated)	-17%	-4%	-0.6%	-1%	-3.2	33%[activator]	-1%	3%	i
CCCCCN(C(=O)CCC(=O)OCc1cccc(C(F)(F)F)c1)c1c(N)n(CCCC)c(=O)[nH]c1=O	?	-17%	3.1%	1%	-1.7	1%	1%	1%	i
C=C(C)CSCc1nc2ccccc2[nH]1	nt	5%	4.3%	13%	1.1	-5%	1%	-4%	i
COc1ccccc1-n1cnnc1SCC(=O)Nc1cc(C(C)(C)C)nn1-c1ccccc1	?	1%	-0.2%	-18%	1.5	-3%	-7%	-18%	i
COc1ccc(N2CCN(C(=O)c3c4c(nc5ccccc35)C(=O)N(C3CCCCC3)C4)CC2)cc1	13%	nt	0.2%	1%	nt	nt	nt	?	nt
COc1ccc(NC(=O)c2oc3ccccc3c2NC(=O)Cc2ccc(F)cc2)c(OC)c1	5%	nt	0.6%	-1%	nt	nt	nt	4%	nt
Cc1cccc(CS(=O)(=O)c2ncc(Cl)c(C(=O)NCc3ccc4c(c3)OCO4)n2)c1	-12%	7%	-2.8%	-1%	-6.4	-3%	-1%	7.9µM*	nt
O=C(NCc1cccnc1)c1nn(-c2ccc(Cl)cc2)nc1CO	-26%	nt	0.7%	-1%	nt	nt	nt	0%	nt
Cc1ncc(CCl)c2c1OC(C)(C)OC2	-14%	-10%	-0.8%	-8%	-0.5	9%	-19%	-11%	i
COc1ccc(OCc2cc(C(=O)N3CCCC(CO)C3)no2)c2ccccc12 (configuration not stated)	?	5%	10%	-6%	0.6	-4%	-4%	-28%	i
Cc1cccc(NC(=O)c2ccc3c(=O)n(CC4CCCO4)c(=S)[nH]c3c2)c1 (configuration not stated)	?	11%	2.8%	1%	-0.5	2%	-1%	-29%	i

Overlap with the part before: 2 compounds, followed by the next part.
SMILES	Nrf2 block	EPAC2 agonist	Nrf2 activator	A549 tox	CCT modulator	EPAC2 antag	Mm-Cpn inhibitor	TGFb inhibitor	Akt phos inh
COc1ccc(OCc2cc(C(=O)N3CCCC(CO)C3)no2)c2ccccc12 (configuration not stated)	?	5%	10%	-6%	0.6	-4%	-4%	-28%	i
Cc1cccc(NC(=O)c2ccc3c(=O)n(CC4CCCO4)c(=S)[nH]c3c2)c1 (configuration not stated)	?	11%	2.8%	1%	-0.5	2%	-1%	-29%	i
COc1ccccc1C(=O)NC(C(=O)NCCc1nc2ccccc2[nH]1)=C(C)C	20%	8%	-0.6%	0%	-2.7	-3%	0%	-8%	i
c1ccc(-c2csc(NC3CCCCC3)n2)cc1	?	12%	2.4%	0%	-2.3	?	-22%	?	i
O=C(Cc1cccs1)Nc1ccc([N+](=O)[O-])cc1	-20%	5%	0.2%	-4%	0.1	-3%	-1%	-13%	i
COc1ccc(-c2nc(CSCC(=O)N3CCC(C(N)=O)CC3)c(C)o2)cc1OC	-12%	12%	0.5%	3%	-1.3	10%	-3%	0%	i

The list is partial; rates above refer to the full screens.
